Rac1 act GTP bind: GTP binding modulators of activated mutant Rac1, primary screen, biochemical, bead-based flow cytometry, multiplex, fluorescent GTP. GST-Rac1 activated beads; actives lie on both sides; 100% means binding = to untreated wells. percent activity (GTP binding), % at 10 µM. 0.11% of 190,000 active;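 active = GTP binding at least 20 percentage points away from the 100% baseline, in either direction, so actives lie on both sides; inconclusive = Compound likely fluorescent itself, or too few beads counted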
Mcl1 Noxa PPI: Mcl-1/Noxa binding inhibitors, primary screen, biochemical, TR-FRET, 1536-well; AID 1022, 2008; TR-FRET Mcl-1/Noxa peptide binding, 2 h; inhibition, % at 21.7 µM; Induced myeloid leukemia cell differentiation protein Mcl-1 (Homo sapiens), Q07820; 1.5% of 220,000 active;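 active = compounds that cut the protein-peptide binding signal by more than 50% relative to plate controls in a single-dose test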;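 also: His-tagged Mcl-1 with rhodamine Noxa BH3 peptide and terbium anti-His antibody; 0% = Mcl-1 plus Noxa peptide wells and 100% = peptide-only wells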
Target sequence (Q07820 whole entry, looked up): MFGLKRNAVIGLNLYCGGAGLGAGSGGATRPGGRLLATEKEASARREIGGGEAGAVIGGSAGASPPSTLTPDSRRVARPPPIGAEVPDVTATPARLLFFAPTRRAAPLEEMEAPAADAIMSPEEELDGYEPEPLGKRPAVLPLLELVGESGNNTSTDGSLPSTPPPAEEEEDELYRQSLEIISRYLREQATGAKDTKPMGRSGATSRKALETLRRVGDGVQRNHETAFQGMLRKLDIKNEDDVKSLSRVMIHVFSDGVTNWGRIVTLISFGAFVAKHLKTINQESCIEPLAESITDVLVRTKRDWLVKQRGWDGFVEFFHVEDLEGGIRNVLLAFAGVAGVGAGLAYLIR
ABCG2 inh: ABCG2 efflux pump inhibitors, primary screen, multiplex with ABCB1, IgMXP3 cells, flow cytometry | Broad substrate specificity ATP-binding cassette transporter ABCG2 (Homo sapiens), Q9UNQ0 | JC-1 efflux | inhibition, % at 6.6 µM | 0.1% of 190,000 active | AID 1325, 2008;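 active = inhibition above 80%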;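 also: 0% = DMSO and 100% = nicardipine control wells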
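Test system: IgMXP3 (ABCG2) plus far-red-tagged CCRF-Adr (ABCB1) cells / Amount: 3 million cells/mL in well / Reagent: JC-1 transporter substrate / Timing: 10 min compound exposure, 25 °C / Signal: flow cytometry, 530 nm JC-1 signal / Read-out: percent efflux inhibition, scaled nicardipine 100% to DMSO 0% / Benchmarks: nicardipine as high control, DMSO as low control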
Rab7 wt modul: modulators of GTP binding to Rab7, primary screen, biochemical, wildtype, multiplex bead flow cytometry; Rab7 GTPase wild type (dog), Bodipy-FL-GTP binding; GST-Rab7 beads, fluorescent GTP binding; actives lie on both sides; untreated = 100%, excess cold GTP = 0%; GTP binding activity (percent of control), % at 10 µM; 0.055% of 190,000 active; AID 758, 2007;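 active = fluorescent GTP binding to Rab7 beads changed by at least 20 points from the 100% baseline, either direction, mostly lower; inconclusive = compound itself probably fluorescent, or too few beads counted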;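 also: median green fluorescence of bound Bodipy-FL-GTP per Rab7 bead population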
Rab2 wt GTP: modulators of GTP binding to Rab2A wildtype, primary screen, biochemical, dog, bead-based flow cytometry, multiplex. Ras-related protein Rab-2A (Canis lupus familiaris), P61105. GST-Rab2 wt beads, Bodipy-GTP binding. GTP binding activity, % at 10 µM. 0.19% of 190,000 active. AID 760, 2007;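 active = GTP binding activity at least 20 points away from 100%, either lowered or raised; inconclusive = signal likely due to the compound's own green fluorescence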;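 also: 0% = beads with excess unlabeled GTP and 100% = no-compound control corrected for plate trend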
ABCB1 block: ABCB1 efflux pump inhibitors, primary screen, cell-based, multiplex, flow cytometry, ABCG2 counter-screen; CCRF-Adr cells, JC-1 efflux; inhibition, % at 6.6 µM; 0.067% of 190,000 active; in the data active = inhibition above about 40%;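 also: 0% = vehicle and 100% = reference inhibitor; higher value means more JC-1 retained so stronger ABCB1 efflux block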
Pf gamet viab: late stage P. falciparum gametocyte viability inhibitors, primary screen, ATP luminescence, HTS. P. falciparum stage V gametocytes, 24 h. inhibition, % at 10.9 µM. 0.065% of 150,000 active;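 active = inhibition above the mean plus 3 SD of compounds within the control limits, set per campaign, cut at about 38% in these data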;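 also: 0% = DMSO wells and 100% = medium only without gametocytes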
HRas wt GTP: modulators of GTP binding to HRas wildtype, primary screen, biochemical, bead-based flow cytometry, multiplex. GTPase HRas (Homo sapiens), P01112. GST-Ras wt beads, Bodipy-FL-GTP binding; actives lie on both sides. GTP binding activity, % at 10 µM. 0.14% of 190,000 active;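 active = GTP binding activity at least 20% away from the 100% baseline, either lowered as inhibitor or raised as activator; inconclusive = flagged as likely green fluorescent, judged across all proteins in the well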;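 also: 0% = unlabeled GTP competition control and 100% = no-compound control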
Target sequence (P01112 whole entry, looked up): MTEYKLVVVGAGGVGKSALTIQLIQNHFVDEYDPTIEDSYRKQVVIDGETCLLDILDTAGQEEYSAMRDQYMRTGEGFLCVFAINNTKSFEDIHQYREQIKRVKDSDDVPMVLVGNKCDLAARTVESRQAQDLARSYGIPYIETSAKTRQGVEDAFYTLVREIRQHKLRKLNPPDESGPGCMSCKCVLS
Avidin bead fluor: green autofluorescence of compounds with avidin beads – biophysical, 488/530 nm, flow cytometry, artefact control, profiling panel. compound fluorescence 488/530 nm; active compounds read high. fluorescence (KMESF) at 10 µM. 0.38% of 220,000 active; in the data active = fluorescence above about 47; also: inactives centre near 10
Cdc42 wt: modulators of GTP binding to wildtype Cdc42, primary screen, biochemical, multiplex bead flow cytometry, Bodipy-GTP. AID 761, 2007. percent activity (GTP binding), % at 10 µM. Cell division control protein 42 homolog (Homo sapiens), P60953. GST-Cdc42 beads; actives lie on both sides. 0.2% of 190,000 active;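 active = percent activity GTP binding at least 20 points away from the 100% baseline, either down as inhibitor or up as activator; inconclusive = compound flagged as likely green fluorescent from well-wide comparison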;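 also: median bead fluorescence of bound Bodipy-FL-GTP at 100 nM; 0% = excess unlabeled GTP control and 100% = no compound control; below 100% means less GTP binding so inhibitor and above means activator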
Target sequence (P60953 whole entry, looked up): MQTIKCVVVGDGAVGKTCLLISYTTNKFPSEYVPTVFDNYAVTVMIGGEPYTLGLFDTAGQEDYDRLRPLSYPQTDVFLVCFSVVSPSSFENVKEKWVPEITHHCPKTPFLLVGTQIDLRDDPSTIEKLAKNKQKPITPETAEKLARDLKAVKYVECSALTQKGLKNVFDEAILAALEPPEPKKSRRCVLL
Rac1 wt GTP bind: wildtype Rac1 GTP binding modulators, primary screen, biochemical, GST-Rac1 beads, flow cytometry, multiplex | Ras-related C3 botulinum toxin substrate 1 (Homo sapiens), P63000 | fluorescent GTP binding; actives lie on both sides; 0 = cold GTP competed, 100 = untreated | GTP binding activity (% of control), % at 10 µM | 0.27% of 190,000 active;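 active = GTP binding activity at least 20 points away from the 100% control level, either lower or higher; inconclusive = compound flagged as likely green fluorescent, judged across all proteins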
Starred values were filed as active, the others as inactive; u = inconclusive; x = no result given.

Compound | Rac1 act GTP bind | Mcl1 Noxa PPI | ABCG2 inh | Rab7 wt modul | Rab2 wt GTP | ABCB1 block | Pf gamet viab | HRas wt GTP | Avidin bead fluor | Cdc42 wt | Rac1 wt GTP bind
Cc1ccc(S(=O)(=O)NC2CCCCC2)c(C)c1NS(C)(=O)=O | 96 | 16 | -1 | 97 | 95 | -0.4 | 7 | 97 | 13 | 94 | 99
COc1ccc(CCNC(=O)c2c(C)nc3ccccn23)cc1 | 93 | 3 | 1 | 103 | 97 | 0.0 | x | 96 | 24 | 96 | 94
CC(CCc1ccccc1)NC(=S)NC(=O)c1ccco1 (centres undefined) | 90 | 7 | 5 | 100 | 94 | 1.6 | x | 92 | 9 | 92 | 92
C=C(C)Cn1c(SCC(=O)NCc2ccco2)nc2sc3c(c2c1=O)CCC3 | 97 | 38 | 5 | 99 | 100 | 1.8 | x | 97 | 28 | 99 | 98
COc1ccc(C(=O)c2cc([N+](=O)[O-])ccc2N2CCOCC2)cc1 | 101 | -20 | 1 | 99 | 100 | 0.3 | 15 | 100 | 1 | 101 | 104
N#C/C(=C/c1ccc(N2CCCCCC2)o1)c1cccc(F)c1 | u | 31 | 13 | u | u | 9.4 | x | u | 22 | u | u
Cc1c(N(C(=O)c2ccccn2)C2(C(=O)NC3CCCCC3)CCCCC2)c(=O)n(-c2ccccc2)n1C | 96 | 6 | -3 | 97 | 101 | -0.7 | -1 | 101 | 9 | 104 | 101
COc1ccc(-c2nc(CS(=O)CC(=O)NC3CCCc4ccccc43)c(C)o2)cc1OC (centres undefined) | 97 | -19 | -1 | 99 | 100 | 0.2 | x | 98 | 5 | 102 | 103
S=c1ccc2ccccc2[nH]1 | 95 | -9 | -1 | 103 | 97 | 0.2 | -9 | 98 | 12 | 98 | 98
Cn1cnnc1SCc1ccc(C(=O)N=Nc2c(O)n(Cc3ccc(Cl)cc3)c3ccccc23)cc1 | 101 | 36 | 28 | 95 | 97 | 22 | -12 | 102 | 12 | 103 | 104
C=CCOC(=O)COc1ccc2c(C)c(CC)c(=O)oc2c1 | 97 | -14 | 5 | 99 | 98 | 0.8 | 3 | 99 | 12 | 100 | 100
NC(=O)C1(N2CCCCC2)CCN(C(=S)Nc2ccc(S(N)(=O)=O)cc2)CC1 | 96 | 11 | 1 | 96 | 96 | -0.1 | -9 | 94 | 8 | 95 | 96
CC(C)(C)c1ccc(C(=O)NCc2nnc(SCC(=O)N3CCCc4ccccc43)n2-c2ccccc2)cc1 | 97 | 3 | 19 | 98 | 96 | 21 | 7 | 99 | 7 | 97 | 99
NS(=O)(=O)c1ccc(CCn2c(=S)[nH]c3ccc(F)cc3c2=O)cc1 | 94 | -18 | 2 | 93 | 94 | -0.2 | 0 | 94 | 20 | 94 | 97
CCOC(=O)c1c(NC(=O)C(C)Sc2cn(C)c3ccccc23)sc2c1CCC2 (centres undefined) | 100 | -25 | 46 | 106 | 101 | 1.6 | x | 103 | 4 | 101 | 105
Cc1cccc(Cn2ccc(-c3ccc(Cl)cc3)c(C#N)c2=O)c1 | 99 | 10 | 6 | 97 | 100 | 0.3 | x | 101 | 10 | 103 | 101
CCC1=NN(C(=O)Cc2ccc([N+](=O)[O-])cc2)C(O)(c2ccc(Br)cc2)C1 (centres undefined) | 102 | -7 | 5 | 100 | 99 | 0.5 | x | 102 | 2 | 109 | 101
O=C(NCCCN1CCN(c2ccc(F)cc2)CC1)Nc1ccc([N+](=O)[O-])cc1 | 99 | 52* | 8 | 97 | 97 | 0.9 | 3 | 97 | 15 | 99 | 103
COCCn1nnnc1C(c1cc2cc(C)ccc2[nH]c1=O)N1CCCCCC1 (centres undefined) | 99 | 31 | 3 | 100 | 99 | 1.8 | x | 102 | 10 | 100 | 101
COc1ccc(N2C(=O)C3CCCN3C2c2ccc(Cl)cc2)cc1 (centres undefined) | 98 | 11 | 4 | 93 | 95 | 1.2 | x | 96 | 6 | 96 | 97
Cc1ccnc(NC(=O)c2ccoc2C)c1 | 100 | 22 | 4 | 99 | 100 | 0.2 | 16 | 103 | 16 | 102 | 99
CCCCNS(=O)(=O)c1ccc2nc(-c3cccnc3)cc(C(=O)NCCCOC)c2c1 | 94 | 1 | 6 | 100 | 97 | 0.5 | 10 | 95 | 10 | 94 | 92
Cc1cccc2cc(CN(C(=S)NCC(C)C)C3CCCC3)c(=O)[nH]c12 | 101 | 6 | -2 | 100 | 101 | 1.5 | 9 | 102 | 16 | 99 | 104
CC(C)c1onc(C(=O)NCc2ccc(Cl)cc2)c1[N+](=O)[O-] | 99 | 7 | 3 | 101 | 102 | 0.6 | -12 | 101 | 10 | 101 | 105
CSCCC(NC(=O)c1ccccc1)C(=O)NC1CC1 (centres undefined) | 101 | -5 | 3 | 102 | 100 | 1.1 | -27 | 104 | 21 | 104 | 107
COc1ccc(OC)c(NC(=S)N2CCc3ccccc3C2)c1 | 96 | 8 | -3 | 104 | 98 | -1.4 | 16 | 99 | 8 | 94 | 98
NC(=O)C1(N2CCCCC2)CCN(C(=O)NC23CC4CC(CC(C4)C2)C3)CC1 | 101 | 8 | 1 | 99 | 100 | 0.2 | -24 | 99 | 9 | 102 | 105
O=C(CSCc1ccc(Cl)cc1Cl)Nc1ccccc1C(=O)Nc1ccc(C(=O)O)cc1 | 86 | 8 | 0 | 92 | 91 | 0.0 | 0 | 89 | 8 | 85 | 91
NS(=O)(=O)c1ccc(NC(=O)CN2CCCN(S(=O)(=O)c3ccc(F)cc3)CC2)cc1 | 94 | 2 | 0 | 104 | 98 | -0.1 | -5 | 99 | 6 | 94 | 94
Nc1nnn(CC(=O)N/N=C/c2cccc3ccccc23)n1 | 100 | 12 | -1 | 98 | 98 | -0.2 | x | 99 | 18 | 101 | 101
COC(=O)c1cc2occc2n1Cc1nc(-c2ccccc2Cl)oc1C | 99 | -2 | 7 | 97 | 98 | 0.5 | x | 100 | 7 | 99 | 104
Cc1c(Nc2nc3ccccc3nc2NS(=O)(=O)c2ccccc2)c(=O)n(-c2ccccc2)n1C | 95 | 35 | -1 | 96 | 96 | -0.1 | 7 | 96 | 34 | 97 | 96
CCOc1cc(/C=C2/C(=N)N3C=CSC3=NC2=O)ccc1OCCCOc1ccccc1C | 101 | 35 | 1 | 99 | 106 | 0.6 | -7 | 105 | 9 | 107 | 101
N#CCSc1nc2c(c(=O)n1Cc1ccccc1)C1(CCCC1)Cc1ccccc1-2 | 98 | -1 | 2 | 100 | 102 | 0.3 | x | 101 | 13 | 102 | 103
C/C(=N\O)c1ccc2c3c([nH]c2c1)CCCC3 | 101 | x | 1 | 98 | 101 | -0.2 | x | 103 | 8 | 102 | 103
COc1ccc(-c2cc(C(=O)OC3CCOC3=O)c3ccccc3n2)cc1 (centres undefined) | 95 | -7 | -1 | 94 | 97 | -0.1 | 3 | 94 | 21 | 96 | 98
CCNC(=S)NNC(=O)CCn1cc(C)cn1 | 97 | 25 | 6 | 100 | 97 | 0.9 | -39 | 99 | 5 | 100 | 102
Cc1ccc(Cl)cc1N1CCN(Cc2cc3c(cc2O)CCC3)CC1 | 99 | -4 | 0 | 100 | 100 | 0.4 | 9 | 100 | 37 | 100 | 102
COC(=O)c1ccccc1NC(=O)C1CCCO1 (centres undefined) | 99 | 10 | 33 | 98 | 95 | 0.8 | -5 | 96 | 3 | 97 | 102
CC(=O)c1c(C)nc(-c2cccc([N+](=O)[O-])c2)n1O | 98 | 12 | 12 | 103 | 99 | 0.1 | 12 | 98 | 8 | 97 | 100
O=C(COC(=O)c1cccnc1Cl)c1ccc(OC(F)F)cc1 | 95 | 7 | 5 | 100 | 98 | 0.4 | 12 | 96 | 12 | 97 | 90
COc1cccc(C(=O)NCC(=O)N2CCC(C)CC2)c1 | 98 | 12 | 1 | 101 | 98 | 0.3 | x | 100 | 9 | 97 | 100
CS(=O)(=O)N1CCc2cc(C(=O)NC3CC3)ccc21 | 92 | 9 | 0 | 98 | 98 | -0.4 | x | 97 | 9 | 96 | 93
COc1cccc(-c2ccc(-c3noc(-c4cccs4)n3)c(OC)n2)c1 | 99 | 21 | 10 | 99 | 100 | 0.7 | x | 100 | 9 | 101 | 100
CSC1=NCCN1C(=O)Cc1ccc(F)cc1 | 99 | 15 | 0 | 98 | 97 | 0.0 | x | 97 | 8 | 97 | 103
CC(=O)N1c2c(cc(Br)cc2S(=O)(=O)N2CCOCC2)CC1C (centres undefined) | 101 | 1 | 0 | 100 | 105 | -0.1 | x | 104 | 20 | 102 | 97
O=C(NC1=NCCS1)C1CC2CCC1C2 (centres undefined) | 97 | 19 | 1 | 98 | 95 | 0.3 | x | 98 | 9 | 101 | 101
O=C1CCCC(=O)C1C(=O)C1CCN(S(=O)(=O)c2ccccc2)CC1 | 94 | 15 | 4 | 102 | 98 | 0.2 | 2 | 98 | 12 | 98 | 100
CCCS(=O)(=O)N1CCCC(C(=O)c2ccccc2OC)C1 (centres undefined) | 94 | -4 | 0 | 95 | 93 | 0.2 | x | 94 | 11 | 97 | 98
N#Cc1ccc(-c2ccc(Cl)cc2)nc1Oc1ccc(F)cc1 | u | 26 | 1 | u | u | 0.0 | -13 | u | 7 | u | u

Screening results from PubChem.
